TRHR PAM: allosteric enhancers of human TRH receptor; AID 493056; 360,000 compounds, 0.66% hits; TRHR cells, fluo-8 calcium fluorescence, EC20 TRH enhancement; enhancement, % at 2 µM; in the data active means enhancement above about 30%; further: 0% is about no effect
Target sequence (P34981 whole entry, looked up): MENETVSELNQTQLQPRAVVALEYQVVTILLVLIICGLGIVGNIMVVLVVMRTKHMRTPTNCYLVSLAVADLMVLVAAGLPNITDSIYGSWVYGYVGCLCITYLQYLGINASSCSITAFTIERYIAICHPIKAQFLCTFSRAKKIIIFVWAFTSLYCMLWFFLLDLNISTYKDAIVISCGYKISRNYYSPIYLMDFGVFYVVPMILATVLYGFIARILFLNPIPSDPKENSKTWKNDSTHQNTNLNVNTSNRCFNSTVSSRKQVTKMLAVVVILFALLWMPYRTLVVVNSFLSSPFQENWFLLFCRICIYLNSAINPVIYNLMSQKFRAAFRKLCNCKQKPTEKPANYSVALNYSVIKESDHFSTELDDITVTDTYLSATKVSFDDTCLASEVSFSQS
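Enhancer read-out: after compound pinning and an initial kinetic agonist-mode read, an EC20 of TRH (10 nM final) was injected and fluo-8 calcium signal (Ex 480/Em 530) followed at 1 s/cycle for 100 cycles in TRHR-expressing cells.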
TRHR ag: activates the human TRH receptor. 360,000 compounds, 0.18% hits. P34981. TRHR cells, calcium flux fluo-8, FDSS agonist mode. activation, % at 2 µM; further: 0% is about no effect
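In this calcium-flux screen, cells bearing human TRHR are dye-loaded with fluo-8, baselined for 10 cycles, then exposed to library compounds; positive kinetic calcium responses during the agonist phase mark hits, with TRH as control.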
D1 PAM: enhances dopamine response at the human D1 receptor; HEK293 TREx D1 cells, calcium flux, dopamine EC20 potentiation; potentiation, % at 10 µM; 360,000 compounds, 0.036% hits; AID 504651; in the data active means potentiation above about 30%; further: 0% is about no effect
D1 ag: agonists of human D1 dopamine receptor; P21728; HEK293 T-REx D1 cells, calcium flux, agonist mode; activation, % at 2 µM; 360,000 compounds, 1% hits; AID 504660; further: 0% is about no effect
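Inducible HEK293 T-REx D1 cells, force-coupled to calcium signalling, were plated at 4000 cells/well with tetracycline and held overnight at 30 C. After no-wash calcium dye loading, compound-evoked calcium rise over 180 s flagged agonists.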
D2 antagonist: antagonists of human D2 dopamine receptor; inhibition, % at 10 µM; HEK293 TREx D2 cells, calcium flux, dopamine EC80; 340,000 compounds, 2% hits; P14416; in the data active means inhibition above about 30%; further: 0% is about no effect
Target sequence (P14416 whole entry, looked up): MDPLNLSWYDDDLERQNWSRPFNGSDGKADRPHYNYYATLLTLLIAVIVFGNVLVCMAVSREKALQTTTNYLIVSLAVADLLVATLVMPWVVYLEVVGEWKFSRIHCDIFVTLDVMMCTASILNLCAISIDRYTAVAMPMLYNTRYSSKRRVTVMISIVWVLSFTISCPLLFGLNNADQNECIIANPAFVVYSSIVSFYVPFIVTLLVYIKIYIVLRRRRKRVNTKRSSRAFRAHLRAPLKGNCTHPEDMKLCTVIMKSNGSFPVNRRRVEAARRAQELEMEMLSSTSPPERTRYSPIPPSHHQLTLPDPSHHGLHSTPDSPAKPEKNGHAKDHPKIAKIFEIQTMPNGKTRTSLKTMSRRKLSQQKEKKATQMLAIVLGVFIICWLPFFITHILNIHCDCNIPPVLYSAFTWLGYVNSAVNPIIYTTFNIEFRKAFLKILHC
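In this primary screen, negative modulation is detected by tracking calcium flux after an EC80 dopamine challenge in inducible HEK293 T-REx D2 cells preexposed to test compound for 180 s.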
D1 antagonist: blocks dopamine activation of the human D1 receptor; activity change, negative = inhibition, % at 10 µM; 360,000 compounds, 3.2% hits; P21728; HEK293 TREx D1 cells, calcium flux, dopamine EC80; hits give low values; in the data active means activity change below about -30%; further: on the % scale 0 is the no-effect control and ±100 the full control effect
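Inducible Hek293 Trex D1 cells (tetracycline, overnight, 30 C). Calcium dye 30–90 min RT. Antagonist mode: EC80 dopamine added after 180 s compound read.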
RXFP1 antag: RXFP1 (human) relaxin receptor antagonism; HEK293-RXFP1, relaxin-stimulated cAMP HTRF, 30 min; hits give low values; activity change, negative = inhibition, % at 57.5 µM; 350,000 compounds, 0.59% hits; AID 1259400;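 active means activity change of -60% or lower, but not beyond a set lower limit; inconclusive means change between -60% and -40%, or beyond the set limit; inactive means change above -40%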; further: on the % scale 0 is the no-effect control and ±100 the full control effect
D2 PAM: D2 dopamine receptor (human) potentiation. HEK293 T-REx D2, calcium flux, EC20 dopamine potentiation. potentiation, % at 10 µM. 340,000 compounds, 0.34% hits. AID 485347;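 active means potentiation over 3 SD above the plate norm, cut at about 30% in these data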; further: 0% is about no effect
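Tetracycline-induced HEK293 T-REx cells force-coupled to calcium signalling expressed D2; compounds were pin-added after a 10 s baseline, read kinetically 180 s, then an EC20 dopamine challenge followed with a further 180 s calcium read.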
D2 ag: agonists of human D2 dopamine receptor. activation, % at 2 µM. 340,000 compounds, 0.53% hits. P14416. HEK293 T-REx D2 cells, calcium flux agonist mode;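 active means activation over 3 SD above normal in the single-dose calcium agonist read, cut at about 30% in these data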; further: 0% is about no effect
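Agonism is scored from calcium flux in a force-coupled, inducible HEK293 cell line expressing D2, read kinetically for 180 s after compound addition against dopamine controls.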
The depositor's hits bear a star; ? = inconclusive; / = not tested or not shown. Unless noted, no stated cut-off is given here; in the data, active means activation above about 30%; inactive means the rest. Random draw from the library; 7.3% or so of the library scored in one or more.

Fields: TRHR PAM, TRHR ag, D1 PAM, D1 ag, D2 antagonist, D1 antagonist, RXFP1 antag, D2 PAM, D2 ag
> CCOC(=O)CSc1nnc(CNC(=O)c2cccs2)n1-c1ccccc1
 : 2, 0.5, 3, 3, 0, -4, 0, -2, 0.3
> Cn1c(=O)oc2cc(S(=O)(=O)Nc3ccc4c(c3)OCCO4)ccc21
 : 10, -0.1, -8, 18, 4, -22, 1, 5, -1.2
> O=S(=O)(c1cc(F)ccc1F)N1CCC2(CC1)OCCN2S(=O)(=O)c1cccs1
 : 0, 0.3, -4, 8, -10, -4, 7, 4, 0.2
> Cc1ccc(SCC(=O)Nc2cccc(S(=O)(=O)N3CCOCC3)c2)cc1C
 : -6, -0.2, -4, 4, 35*, -7, 7, 8, 0.4
> CCn1c(=O)c(=O)n(CC)c2cc(N3CCCCC3)c(NC(=O)c3cccc(OC)c3)cc21
 : 4, -1.2, 7, 0, /, -10, -20, -2, /
> NNC(=O)c1ccc2[nH]c3c(c2c1)CCCC3
 : -13, -0.5, -12, -1, /, -17, 2, /, /
> Cc1cc(C)cc(NC(=O)COC(=O)c2cc(C)oc2C)c1
 : -3, 0.6, -7, 2, -1, 0, -7, 3, -3.7
> COC(=O)C(CC(C)C)N1CCC(=O)c2ccccc2S1(=O)=O (configuration not stated)
 : -3, -0.4, 3, 1, 52*, -6, /, 8, -0.8
> O=C(/C=C/c1c(F)cccc1Cl)c1ccc(O)cc1
 : -1, -0.4, -2, 1, -1, -3, -27, 2, -0.4
> CCC(NC(=O)c1ccccc1NC(=O)c1ccco1)C(=O)O (configuration not stated)
 : 5, 0.2, 0, -1, 7, -5, 0, -5, 0.1
> CCN(CC(=O)NCc1ccc(F)cc1)C(=O)CN1CCN(c2ccc(OC)cc2)CC1
 : 7, -0.6, -1, 0, 8, -2, -13, 1, -0.1
> CC(=O)c1ccc(NC(=S)Nc2ccc3[nH]c(=O)[nH]c3c2)cc1
 : -2, 0.1, -2, 3, 9, -9, 8, 3, 1.9
> OCC[C@H]1C[C@H](O)[C@@H](O)[C@]2(CCc3ccccc3CO2)O1
 : 1, -0.2, -7, -1, 4, -1, /, 3, -0.3
> CCCCN1CCC(COC(=O)c2cc(Cl)c(N)c3c2OCCO3)CC1
 : 3, 0.3, -3, -1, 64*, -9, /, -19, -0.3
> COc1ccc(Cn2ncc3c4sc(C)cc4n(C)c3c2=O)cc1
 : 5, -2.2, 5, 2, /, -10, /, /, /
> O=C1CCN(Cc2ccccc2)CCN1[C@H](CO)Cc1ccccc1
 : -1, 0.4, -4, 0, -2, 8, /, 5, 0.2
> CCC(C)NC(=O)CSc1nc2c(sc3ccccc32)c(=O)n1CCCN1CCOCC1 (configuration not stated)
 : 10, -0.7, 0, 2, -3, -6, -12, 1, -0.1
> CCCCCCCCS(=O)c1sc2nc(C)cc(C)c2c1N (configuration not stated)
 : 2, -0.5, -2, 4, -6, 6, -7, -5, 0.8
> O=C1C2C3C=CC(C2C(=O)N1CCCO)C1C2C(=O)N(CCCO)C(=O)C2C31 (configuration not stated)
 : 6, 0.3, 9, 5, -9, -16, -12, 14, 0.8
> COc1ccc(-c2ccc(SCC(=O)N3CC(=O)Nc4ccccc43)nn2)cc1
 : 1, -0.6, -8, -1, -15, 0, 4, /, 2.7
> Cc1cccn2c(=O)c3cc(C(=O)NC4CCCC4)n(C)c3nc12
 : 0, -0.7, 4, 2, -11, 14, 19, 0, -0.5
> CC12CCC(=O)N1C(C(=O)Nc1ccc(F)c(Cl)c1)CS2 (configuration not stated)
 : 35*, 0.0, -3, 1, -8, 4, 11, 5, 0.7
> CCC(=O)Nc1ccc(N2CCN(C(=O)c3ccco3)CC2)c(Cl)c1
 : -1, 0.0, -5, 1, 5, 3, -18, -2, 1.6
> Clc1ccc2c(c1)nc1n2CCCC1
 : 12, -1.0, -9, 0, 10, -11, 6, -8, -1.2
> CCN1CCOC(=O)C1CC(=O)Nc1cc(C)ccc1OC (configuration not stated)
 : -5, 2.9, 4, 0, /, 20, -14, 17, 1.0
> Cc1ccc(S(=O)(=O)N2CCOCC2)cc1C(=O)Nc1ccccc1N1CCCC1
 : 1, -0.1, -13, 1, 3, -13, -4, 3, -0.1
> COc1ccc(C(=O)Nc2ccccc2C(=O)NC(C(=O)NCc2ccco2)C(C)C)cc1 (configuration not stated)
 : 48*, -0.2, -2, 1, -13, -12, -17, -12, -0.4
> CN(C)CCCNC(=O)c1ccc(Oc2ccccc2)cc1
 : 5, 0.6, -2, 4, -2, -3, -2, 0, 0.1
> Cc1ccc([N+](=O)[O-])cc1S(=O)(=O)Nc1ccc(C(=O)N(C)C)cc1
 : 3, 0.1, -1, 0, 8, 2, ?, 10, 0.7
> O=C(Nc1ccc(Br)cc1)c1ccc(Br)c(S(=O)(=O)NCc2ccccc2)c1
 : 1, 1.2, -1, 4, /, -22, /, 0, 0.3
> COc1cccc(/C=C/C(=O)Nc2ccc3c(c2)OCCO3)c1OC
 : 0, -0.8, -4, 1, 69*, 9, -9, -23, 0.9
> Cc1cccc(OCC(=O)NNC(=O)CSc2ncc(C#N)c(N)n2)c1
 : 7, 0.2, 4, 2, 12, -8, 16, -1, 0.0
> COCCCNC(=O)c1ccc(CS(=O)(=O)Cc2cccc(C)c2)o1
 : 3, -0.1, -4, 4, -7, 1, 0, -8, -0.1
> Cc1ccc(CN2CCN(Cc3cnn(-c4ccc(Cl)cc4)c3)CC2CCO)o1 (configuration not stated)
 : -7, -1.2, -1, 1, 1, 3, -6, -8, 0.7
> CCCN(CC(=O)Nc1ccccc1C)C(=O)c1ccc(S(=O)(=O)N2CCC(C)CC2)cc1
 : -16, 0.1, -6, 1, -2, -20, -7, 9, 0.4
> COc1ccc(Oc2cc(C)c3ccccc3n2)cc1
 : 26, 0.0, 7, 2, 45*, 21, -7, -19, 44*
> O=C(CNC(=O)c1ccccc1)OC(C(=O)Nc1cc(C(F)(F)F)ccc1Cl)c1ccccc1 (configuration not stated)
 : -7, -1.0, -3, 4, -6, 8, -9, -3, 0.8
> C/C(CC(=O)Nc1ccc(N(C)C)cc1)=N\NC(=O)c1ccc(C(C)(C)C)cc1
 : 7, 0.2, 1, 3, 4, -12, -1, -1, -0.1
> Cc1cc(C)c(C)c(S(=O)(=O)N2CCC(C(=O)N3CC(C)CC(C)C3)CC2)c1C (configuration not stated)
 : -13, 0.1, 0, 1, 5, 5, -6, 3, -1.3
> Cc1cccc(S(=O)(=O)NCCc2ccccc2)c1
 : -1, -0.7, -8, 2, 6, 12, -2, -5, -1.9
> Cc1cccc(COC(=O)C(Cc2ccccc2)NC(N)=O)c1 (configuration not stated)
 : 1, -0.6, -8, 3, 2, -26, -11, /, 4.2
> CC1(C)CC(=O)C(N=Nc2cccnc2)=C(O)C1
 : -9, -0.2, -2, 3, /, 17, -19, /, /
> Nc1nonc1-n1nnc(C(=O)N/N=C/c2ccco2)c1-c1ccccc1
 : 4, 0.6, 6, 5, -11, 6, -13, 28, 2.2
> COC(=O)c1ccc(CSc2nc3cc(Cl)ccc3s2)o1
 : 0, 0.2, 0, 6, 9, 3, -12, -11, -0.5
> CCC(=O)Nc1ccc(Nc2nc(Cl)nc(Nc3ccc(NC(=O)CC)cc3)n2)cc1
 : 23, -1.0, 0, 4, -21, -7, 2, -1, 0.1
> COc1ccc(CCNc2ccc(S(=O)(=O)N3CCCC3)cc2[N+](=O)[O-])cc1
 : -7, -0.5, -9, 3, 3, -9, 4, -3, 0.3
> CC(=O)N(C)c1ccc(OCC(O)CN(c2ccccc2C)S(=O)(=O)c2ccc(C)cc2)cc1 (configuration not stated)
 : 2, -0.3, -10, 5, -10, 6, -13, 1, -0.7
> CCN(CC)Cc1c(O)ccc2c(=O)c(-c3ccc(Cl)cc3)coc12
 : 8, 0.4, -3, 4, -4, 9, -2, 10, -0.8
